Compound activity from PubChem BioAssay.
Myeloid diff MLP: myeloid differentiation induction | 360,000 compounds, 1% hits | calls only at 10 µM | AID 624256 | ER-HoxA9 myeloid progenitors, lysozyme-GFP differentiation, flow cytometry;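 active = normalized GFP-positive differentiation at or above the plate's own cutoff, the solvent-only control mean plus 3 SD; inconclusive = no clear call, values can overlap the other calls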;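 also: cells exposed to compound for four days before flow analysis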
T cell HTS: T cell immune modulators affecting CD8 T cell-vesicle binding; 2C CD8+ T cell-vesicle binding, flow cytometry; active compounds read low; calls only at 7 µM; 330,000 compounds, 0.068% hits; AID 2052;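 active = response, share of CD8 T cells binding vesicles, and their 90th percentile fluorescence all below set limits, cut at about 80% in these data, passing the limit was not always enough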
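Benchmarks: naked versus QL9-loaded vesicles / Assay system: purified 2C TCR transgenic mouse naive CD8+ T cells / Technique: high-throughput flow cytometry with anti-B7-1 and anti-CD8 staining / Timing: Cell–vesicle co-incubation 1.5 h at 37 °C, staining 20 min on ice / Read-out: percent CD8+ FL2 mean versus row control / Probe or stimulus: QL9-loaded Drosophila micro-vesicles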
T cell HTS vesicle-bound %: second read-out of T cell HTS, no call of its own (marks repeat the call); double positive events, %; measured here: CD8+ vesicle-bound cell fraction;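 binding gate set so that unloaded-vesicle control wells show 10% double positive cells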
Myeloid diff MLP GFP+ MAC1+ %: second read-out of Myeloid diff MLP, no call of its own (marks repeat the call); GFP+ MAC1+ double positive, %; measured here: differentiation confirmed by MAC1 staining
* hit, by the source's call; i = inactive; ? = inconclusive; · = not tested or not shown; + = active, no number.

Structure	T cell HTS vesicle-bound %	T cell HTS	Myeloid diff MLP GFP+ MAC1+ %	Myeloid diff MLP
O=C(O)c1ccc(Cn2cnc3cccnc32)cc1	49.9	i	0.2	i
Cn1c(=O)c2c(nc(Cl)n2CC(=O)NC2(C#N)CCCCC2)n(C)c1=O	62.7	i	1.1	i
Cc1ccc(-c2nnc(SCC(=O)NCCN3C(=O)CSC3=O)n2C)cc1	32.2	i	0.1	i
Nc1cc(Nc2ccccc2)ccn1	67.0	i	4.6*	+
CCOc1ccc(N2CC(NS(=O)(=O)c3cccs3)CC2=O)cc1 (centres undefined)	52.5	i	0.8	i
C[C@@H](CN1C(=O)C(=O)NC[C@@H]1C)NC(=O)CC12CC3CC(CC(C3)C1)C2	47.1	i	1.9	i
Cc1cnc(C(=O)OCC(=O)NCc2ccc(Cl)cc2)cn1	44.0	i	0.7	i
O=c1oc2ccc(C#CC3(O)CCCCC3)cc2cc1-n1cc(-c2ccccn2)nn1	21.5	i	0.7	i
COC1=CC(=O)[C@@]2([C@@H]1O)[C@@H](Cl)C[C@]13C(OC)=C(OC)C(=O)C[C@]21CCN3C	14.6	i	2.0	i
Cc1ccc2nc(N3C(=O)C(O)=C(C(=O)c4ccc(C)o4)C3c3ccco3)sc2c1 (centres undefined)	9.4	i	0.7	i
COc1ccc2c(COC(=O)CNS(=O)(=O)c3ccc(C)c(C)c3)cc(=O)oc2c1	38.5	i	1.4	i
CCS(=O)(=O)N1CCC2(CC1)OCCN2S(=O)(=O)c1ccc(C)cc1	59.2	i	0.9	i

(listing goes on)
Structure	T cell HTS vesicle-bound %	T cell HTS	Myeloid diff MLP GFP+ MAC1+ %	Myeloid diff MLP
O=C(CCS(=O)(=O)c1ccccc1)N(CCCN1CCOCC1)c1nc2ccc(F)cc2s1	50.6	i	·	?
Cc1ccc(/C=C/S(=O)(=O)NCC(=O)OCC(=O)Nc2ccc(C(=O)N(C)C)cc2)cc1	52.5	i	0.7	i
O=C(CNC(=O)c1cn2ccccc2n1)Nc1ccc(F)c(F)c1	44.4	i	0.8	i
CC(OC(=O)c1ccccc1C(=O)N(C)C1CCCCC1)C(=O)NC1(C#N)CCCCC1 (centres undefined)	40.2	i	1.0	i
Cc1cc(C)c(CN2CCN(C(=O)Cn3ccc(N)nc3=O)CC2)c(C)c1	37.6	i	1.0	i
c1ccc(-c2cncn2-c2ccccc2)cc1	34.7	i	0.3	i
CCNC(=O)NC(=O)CSc1ccc(S(=O)(=O)N2CCOCC2)cn1	40.1	i	0.6	i
COc1cc(F)cc(C2=CC(=O)C[C@H](c3ccc(F)cc3)C2)c1	24.0	i	1.7	i
C[C@@]12C(=O)N(c3cccc(F)c3)C(=O)N1[C@@H]1c3ccccc3OC[C@@H]1[C@H]2c1ccccc1	6.9	i	0.5	i
CC1Sc2ccc(C(=O)NCc3ccccn3)cc2NC1=O (centres undefined)	36.6	i	1.7	i
CC(=O)Nc1ccc(S(=O)(=O)NCc2nnnn2-c2ccc(Cl)cc2)cc1	46.7	i	0.8	i
Cn1nccc1NC(=O)Nc1cccc(Br)c1	20.8	i	0.6	i

Three compounds already listed, ordered by formula weight, highest first:
Structure	T cell HTS vesicle-bound %	T cell HTS	Myeloid diff MLP GFP+ MAC1+ %	Myeloid diff MLP
Cc1ccc(/C=C/S(=O)(=O)NCC(=O)OCC(=O)Nc2ccc(C(=O)N(C)C)cc2)cc1	52.5	i	0.7	i
CCNC(=O)NC(=O)CSc1ccc(S(=O)(=O)N2CCOCC2)cn1	40.1	i	0.6	i
Cn1nccc1NC(=O)Nc1cccc(Br)c1	20.8	i	0.6	i

The listing continues.
Structure	T cell HTS vesicle-bound %	T cell HTS	Myeloid diff MLP GFP+ MAC1+ %	Myeloid diff MLP
CCCn1c(C)c(C(=O)OCC)c(O)c(-c2ccccc2)c1=O	40.9	i	1.0	i
Cc1ccc(N2CC(C(=O)NCc3n[nH]c(=O)c4ccccc34)CC2=O)cc1 (centres undefined)	15.6	i	0.4	i
CC1CCc2[nH]c3ccc(C(=O)N(C)CC(=O)Nc4ccccc4Br)cc3c2C1 (centres undefined)	54.5	i	1.3	i
O=C(COC(=O)Cc1ccccc1F)NCCc1ccccc1	33.4	i	1.1	i
COc1ccc2oc(C(=O)OCC(=O)N(C)c3ccccc3)c(C)c2c1	25.5	i	0.7	i
O=S(=O)(Nc1cccc(-c2ccc3nncn3n2)c1)c1ccccc1F	47.3	i	·	?
Cc1ccc(CNC(=O)c2ccc(C)s2)cc1	34.5	i	1.0	i
COc1ccc(C(=O)CC(=O)c2ccccc2)cc1	30.2	i	0.5	i
Cc1n[nH]c(=O)c2c(NC(=O)COC(=O)Cc3c(F)cccc3Cl)oc(C)c12	31.1	i	0.5	i
CCc1ccccc1OCC(=O)OCC(=O)Nc1cc(C)on1	31.8	i	0.2	i
CS(=O)(=O)c1cccc(-c2csc(N3CCC(C(N)=O)CC3)n2)c1	38.9	i	3.0	i
COc1ccccc1NS(=O)(=O)c1cccc(C(=O)NNC(=O)c2ccc(Cl)nc2)c1	45.7	i	0.9	i

The listing continues.
Structure	T cell HTS vesicle-bound %	T cell HTS	Myeloid diff MLP GFP+ MAC1+ %	Myeloid diff MLP
COc1ccc(S(=O)(=O)N2CCCCC2)cc1NC(=O)CCNC(=O)c1ccccc1Cl	21.3	i	1.4	i
O=C(COC(=O)c1ccccc1)Nc1cc(S(=O)(=O)N2CCCCCC2)ccc1Cl	44.0	i	0.3	i
CCNC(=S)N(CCc1c(C)[nH]c2ccc(F)cc12)Cc1cccnc1	65.7	i	1.1	i
COCCn1c(SCC(=O)c2c(N)n(C3CC3)c(=O)[nH]c2=O)nc2ccccc21	56.0	i	1.2	i
CCN(C(=O)CSc1nnc(SC(C)C)s1)C1CCS(=O)(=O)C1 (centres undefined)	36.4	i	0.9	i
Cc1cccc(OC(C)C(=O)Nc2ccc(N3CCCCC3)cc2)c1 (centres undefined)	26.3	i	0.5	i
O=c1[nH]cnc2c1sc1nc(C(F)F)cc(-c3ccccc3)c12	66.3	i	0.6	i
O=C(C[C@@H]1C/C=C\C[C@H](NC(=O)OCC2c3ccccc3-c3ccccc32)C(=O)OC[C@@H]2CCCN2C1=O)NCCO	17.8	i	1.5	i
Cc1ccccc1C(=O)N1CCC(C(=O)Nc2ccc(C)c(S(=O)(=O)N3CCCCC3)c2)CC1	36.9	i	0.9	i
Cn1nc(Cc2cccc3ccccc23)c(C#N)c1N	34.6	i	0.9	i
COc1ccc(CNC(=O)CC2C[C@H](C(=O)N3CCCCC3)[C@@]3(C)c4[nH]c5ccccc5c4CCN3C2=O)cc1OC (some centres undefined)	11.4	i	0.5	i
COc1ccccc1C(=O)NC(=O)COC(=O)Cc1ccc(F)cc1	46.3	i	1.0	i

The listing continues:
Structure	T cell HTS vesicle-bound %	T cell HTS	Myeloid diff MLP GFP+ MAC1+ %	Myeloid diff MLP
CC(C)CN(C(=O)c1cc(Cl)nc2ccccc12)c1c(N)n(Cc2ccccc2)c(=O)[nH]c1=O	31.7	i	0.7	i
CN(C)/C=C/C(=O)c1ccc2noc(-c3cccc(F)c3)c2c1	37.6	i	0.6	i
C[C@@H](NC(=O)c1nc[nH]c1C(=O)N1CCN(c2ccccc2)CC1)c1ccccc1	49.2	i	1.2	i
CCOc1cc(Br)c(C(C)NC(=O)c2cccnc2)cc1OCC (centres undefined)	23.6	i	0.8	i
O=C(/C=C/c1ccc(Cl)cc1Cl)OCC(=O)N1CCCC1	33.0	i	1.1	i
C[C@@H]1CN([C@@H](C)CO)C(=O)c2cc(NC(=O)C3CC3)ccc2O[C@H]1CN(C)C	7.1	i	1.9	i
COc1ccc(C)cc1S(=O)(=O)NCC(c1ccc2c(c1)OCO2)N1CCN(C)CC1 (centres undefined)	35.1	i	0.6	i
COc1ccc(NC(=O)COC(=O)CCc2ccc(S(=O)(=O)N3CCOCC3)cc2)cc1OC	29.1	i	1.0	i
COc1ccc(CCN2CC(C(=O)Nc3nnc(Cc4ccccc4)s3)CC2=O)cc1OC (centres undefined)	40.6	i	0.5	i
CC(C)CN(C(=O)COC(=O)c1ccc(C#N)cc1)C1CCS(=O)(=O)C1 (centres undefined)	30.5	i	0.7	i
Cc1cc(C(=O)NN=Cc2c(C)[nH]c3ccccc23)c(C)o1	39.8	i	0.3	i
O=C1COc2ccc(C(=O)CSc3nnc(Cc4ccccc4)o3)cc2N1	26.1	i	0.9	i

Following part
Structure	T cell HTS vesicle-bound %	T cell HTS	Myeloid diff MLP GFP+ MAC1+ %	Myeloid diff MLP
Cc1ccc(C(=O)Nc2cccc(C(F)(F)F)c2)cc1NC(=O)c1[nH]cnc1C(N)=O	12.6	i	1.2	i
Cc1ccccc1COC(=O)CNC(=O)c1sc2ccccc2c1Cl	56.4	i	0.3	i
Cc1ccc(S(=O)(=O)NCCNc2ccc(Br)c(C)c2)cc1	47.9	i	0.6	i
CC(=O)Oc1ccc(-c2cc3ccccc3oc2=O)cc1	27.9	i	0.3	i
CCc1cc(C(=O)NCC(c2cccs2)N2CCOCC2)sc1C (centres undefined)	32.8	i	0.4	i
Cc1cc(C)c(NC(=O)CN(C)C(=O)CNC(=O)c2cccs2)c(C)c1	40.8	i	0.8	i
O=C(NCCN1C(=O)S/C(=C\c2ccccc2Cl)C1=O)C1=COCCO1	47.3	i	1.1	i
COc1cccc(/C=N/n2c(C3CCCCC3)n[nH]c2=S)c1	52.2	i	0.8	i
Cc1ccc(-c2cc3ccccc3nc2N)cc1	17.3	i	0.3	i
O=C(COC(=O)c1cncc(Br)c1)NC12CC3CC(CC(C3)C1)C2	27.4	i	0.7	i
Cc1c(OCC(=O)N2CCC(C(N)=O)CC2)ccc2c3c(c(=O)oc12)CCCC3	35.0	i	2.9	i
Cc1ccc(C(=O)N(C)CCOc2ccccc2)cc1S(=O)(=O)N1CCCCC1	26.9	i	1.3	i

Following part.
Structure	T cell HTS vesicle-bound %	T cell HTS	Myeloid diff MLP GFP+ MAC1+ %	Myeloid diff MLP
NS(=O)(=O)c1cccc(NC(=O)c2cccc(S(=O)(=O)N3CCCCCC3)c2)c1	48.2	i	1.2	i
CCN1CCC[C@H]1CNC(=O)c1c(OC)ccc(Br)c1OC	45.2	i	6.3	i
Cc1ccc(C(=O)OCC(=O)NCCc2ccc(F)cc2)cc1S(=O)(=O)N1CCOCC1	48.4	i	1.0	i
COc1cc(C(=O)N[C@H](C(=O)NC2CCCc3ccccc32)C(C)C)cc(OC)c1OC (some centres undefined)	40.7	i	1.1	i
O=C(COC(=O)COc1ccc(Br)cc1)NCc1ccccc1	55.0	i	1.1	i
COc1ccc(S(=O)(=O)N2CCCCCC2)cc1C(=O)NCc1ccc(C)cc1	32.5	i	0.4	i
Cc1cccc(NC(=O)CN2C(=O)NC(C)(c3ccc4ccccc4c3)C2=O)n1 (centres undefined)	20.7	i	1.0	i
COc1ccccc1C(CNC(=O)C1CC(=O)N(Cc2ccccc2)C1)N1CCCC1 (centres undefined)	38.6	i	0.7	i
Cc1nc(SCC(=O)N2CCCC2=O)nc(C)c1C	24.5	i	0.3	i
CCN(CC(=O)Nc1c(F)cccc1F)C(=O)CSc1ccccc1	36.9	i	0.6	i
COc1cc(CNc2nc3c(C)cc(C)cc3s2)ccc1O	35.2	i	0.6	i
O=C(NCC(c1ccco1)N1CCc2ccccc2C1)c1ccc(Cl)c([N+](=O)[O-])c1 (centres undefined)	47.5	i	1.3	i

Next results follow:
Structure	T cell HTS vesicle-bound %	T cell HTS	Myeloid diff MLP GFP+ MAC1+ %	Myeloid diff MLP
CC(Sc1nnc(NC2CCCCC2)s1)C(=O)N1CCOCC1 (centres undefined)	18.7	i	0.8	i
Cc1ccc(NC(=O)C2COc3ccccc3O2)cc1S(=O)(=O)N1CCOCC1 (centres undefined)	3.1	i	0.7	i
Cc1nc(SCc2nc3ccc([N+](=O)[O-])cc3[nH]2)c2oc3ccccc3c2n1	8.8	i	0.0	i
O=C(NCCC1CCCCN1S(=O)(=O)c1ccc(F)cc1)C(=O)NCCN1CCOCC1 (centres undefined)	49.0	i	0.4	i
COc1ccc(C(=O)N2CCC2)cc1S(=O)(=O)NCc1ccc(Cl)cc1	40.8	i	1.1	i
CCN(CC(=O)Nc1cc(Cl)ccc1C)C(=O)CCc1nc2ccccc2c(=O)[nH]1	40.4	i	·	?
Nc1ncnc2c1ncn2[C@@H]1O[C@H](CNS(=O)(=O)CCCCl)[C@@H](O)[C@H]1O	5.6	i	0.4	i
Cc1ccccc1-c1nn(-c2ccccc2)cc1C(=O)NCC(c1ccco1)N1CCCC1 (centres undefined)	40.8	i	0.4	i
CCCc1cc(=O)[nH]c(SCC(=O)Nc2ccc(OCc3ccccc3)cc2)n1	41.6	i	0.5	i
O=C(NCc1ccco1)c1ccc([N+](=O)[O-])cc1Cl	66.5	i	0.3	i

These rows are one share of the data (hit frequency here may not be typical).
